RMI FANCM FP – blocks RMI1/RMI2 complex binding to FANCM MM2 peptide. Fluorescence polarization, RMI core complex with F-MM2 peptide; stronger effect = lower value. FP signal (polarization) at 33 µM. 0.58% of 70,000 active. AID 1159607; in the data active = FP signal below about 40; note: inactives centre near 61; strong numbers were not always called active; unit not given here
An asterisk follows results filed as active; & = joins results of further samples. An excerpt, so the mix of outcomes need not match the whole.

item	Structure	RMI FANCM FP
1	O=S(=O)(c1cccs1)N1CCN(c2ccc(-c3cccnc3)nn2)CC1	70
2	CCCn1c(=NC(=O)/C=C/c2ccccc2)sc2cccc(F)c21	49
3	CCOC(=O)c1c(-c2ccccc2)csc1NC(=O)c1ccc2snnc2c1	62
4	CCNC(=O)c1csc(NC(=O)c2ccccc2SCC)n1	69
5	Cc1cccc(Nc2ccc(C(=O)O)cc2[N+](=O)[O-])c1	54
6	CC(C)(C)C(=O)Nc1ccc(C(=O)OC2CCCCC2)cc1	71
7	O=C(Nc1ccc(S(=O)(=O)N2CCc3ccccc32)cc1)C(c1ccccc1)c1ccccc1	66
8	Cn1c(SCC(=O)NCc2ccc(F)cc2)nc2c(-c3ccccc3)csc2c1=O	65
9	Cc1ccc(S(=O)(=O)NCCN2CCN(c3ccc(F)cc3)CC2)s1	63
10	Cc1nc(-c2cc(-c3nc(-c4ccc(C(F)(F)F)cc4)no3)no2)cs1	55
11	COC(=O)c1ccc(C(=O)NCc2ccsc2)cc1	66
12	CCCc1cc(=O)[nH]c(-n2nc(C)cc2NC(=O)C(=O)OCC)n1	69
13	O=C(NCCOc1ccccc1)c1ccccc1F	59
14	O=C(CSc1nnc(Cc2cc(=O)[nH]c(=O)[nH]2)n1-c1ccccc1)N1CCc2ccccc21	59
15	CCOc1ccc(S(=O)(=O)N2CCN(c3ccc4nncn4n3)CC2)c(OCC)c1	67

Compounds shown so far that have a halogen, in the order listed:
item	Structure	RMI FANCM FP
2	CCCn1c(=NC(=O)/C=C/c2ccccc2)sc2cccc(F)c21	49
8	Cn1c(SCC(=O)NCc2ccc(F)cc2)nc2c(-c3ccccc3)csc2c1=O	65
9	Cc1ccc(S(=O)(=O)NCCN2CCN(c3ccc(F)cc3)CC2)s1	63
10	Cc1nc(-c2cc(-c3nc(-c4ccc(C(F)(F)F)cc4)no3)no2)cs1	55
13	O=C(NCCOc1ccccc1)c1ccccc1F	59

Further results:
item	Structure	RMI FANCM FP
16	O=C(c1ccc2c(c1)OCO2)n1sc(=O)c2ccccc21	58
17	CCCC(=O)Nc1ccc(O)c(C(=O)CC2OC(=O)c3ccccc32)c1 (stereo not drawn)	59
18	Cc1cc(C(=O)CSc2ncnc3scc(-c4ccccc4)c23)c(C)n1-c1cc(Cl)ccc1Cl	81
19	O=C(Nc1ccncc1NC(=O)c1ccc(S(=O)(=O)N2CCCCC2)cc1)c1ccc(S(=O)(=O)N2CCCCC2)cc1	59
20	CC(C)c1ccc(-c2noc(C3CCN(S(=O)(=O)c4cccs4)CC3)n2)cc1	75
21	CSc1ccc(/C=C2\C(=O)N(C)N=C2C)s1	60
22	COc1ccc(Nc2c(Cl)cc(OC)cc2Cl)cc1	58
23	CCc1ccc(/C=C2\SC(=S)N(CC(=O)Nc3cccc(C)c3C)C2=O)cc1	59
24	CN(C)C=Nc1nnc(SCC(=O)Nc2cc(Cl)cc(Cl)c2)s1	62
25	CC(C)=CCCC(C)C1CC[C@@]2(C)C3=C(CC[C@]12C)C1(C)CCC(O)C(C)(C)C1CC3 (stereo partly drawn)	61
26	Cc1cc(NC(=O)CN2CCN(Cc3nc4ccccc4[nH]3)CC2)no1	59
27	COc1ccc(-c2coc3c4c(ccc3c2=O)OCN(C2CCS(=O)(=O)C2)C4)cc1OC (stereo not drawn)	57
28	OCCN1CNC(=S)NC1	60&59
29	CC1CCN(c2nc3ccccc3nc2S(=O)(=O)Cc2ccc(Cl)cc2)CC1	58
30	O=C(NCCn1ncccc1=O)Nc1ccccc1C(F)(F)F	63
31	COc1ccc(Nc2nc(-c3ccccc3)[n+](-c3ccc(C)cc3)s2)cc1	61
32	CCOC(=O)c1c(NC(=O)CSc2nc(C)cc(C)c2C#N)sc2c1CCC2	80
33	O=C(Nc1ccc(F)c(Cl)c1)c1ccc(=O)n(Cc2cccc([N+](=O)[O-])c2)c1	55
34	COc1ccccc1-n1ncc2c(C)nnc(SCC(=O)NCC3CCCO3)c21 (stereo not drawn)	61
35	COC(=O)C1=C(OS(=O)(=O)c2ccc(C)cc2)CSC1	63
36	CCOC(=O)c1scc(-c2ccc(C)cc2)c1S(=O)(=O)Nc1ccc(C)cc1C	82
37	Cc1nc(OC(C)C)cc(N2CCN(C(=O)Nc3cccc(C(F)(F)F)c3)CC2)n1	54
38	CC(=O)Nc1ccccc1OCc1nnc(-c2ccccc2Cl)o1	56
39	NC(=O)CSc1nnc(N)s1	65
40	O=C(Cc1cccs1)N(Cc1cccnc1)c1nc2ccc(F)cc2s1	72
41	Cc1nc(NC(=O)c2cc(C3CC3)n(C3CCS(=O)(=O)C3)n2)sc1C (stereo not drawn)	63
42	COCCN1CCC(CNS(=O)(=O)c2ccc3c(c2)CCCC3)CC1	80
43	Cn1nccc1-c1nnc(NC(=O)c2c(F)cccc2Cl)o1	75
44	CCOC(=O)N1CCC(NC(=O)Nc2cc(C)oc2C(F)(F)F)CC1	53
45	O=C(Nc1cccc(Cl)c1)n1nccc1-c1cc(-c2ccccc2)no1	56
46	Cc1cccc(-c2sc(=S)n3c4ccccc4c(=O)n(Cc4ccc(F)cc4Cl)c23)c1	41
47	CN1CCN(C(CNC(=O)c2cc(Cl)ccc2[N+](=O)[O-])c2ccc(N(C)C)cc2)CC1 (stereo not drawn)	60
48	Cc1nn(Cc2nnc(SCC(=O)Nc3cccc(C(F)(F)F)c3)n2C)c(C)c1[N+](=O)[O-]	58&46
49	O=C(Nc1ccc(Br)cc1)c1ccc2snnc2c1	65
50	c1ccc(C2=Nc3ccccc3N=C(c3ccccc3)c3ccccc32)cc1	70
51	CCN(CC)C(=O)Cn1cc(C(=O)C(=O)Nc2ccc(OC(F)(F)F)cc2)c2ccccc21	44
52	O=C(CSc1ccc(NC(=O)C2CC2)nn1)NCc1ccc(F)cc1	69
53	O=C(Cc1csc(Nc2cccc(C(F)(F)F)c2)n1)NCc1ccco1	58
54	N#C/C(C(N)=O)=C1/CCc2ccccc21	56
55	Cc1ccc(S(=O)(=O)C(CNC(=O)C(=O)NCc2ccc3c(c2)OCO3)c2cccs2)cc1 (stereo not drawn)	52
56	C=CCn1c(SCC(=O)Nc2ccc(S(N)(=O)=O)cc2)nc2sc3c(c2c1=O)CCC3	117
57	CC(C)(C)C(=O)Nc1ccc(C(=O)NCCNS(=O)(=O)c2cccs2)cc1	62
58	Cc1cc(C)c(-c2csc(NC(=O)c3ccnn3C)n2)c(C)c1	68
59	COC(=O)c1cc(Br)ccc1NC(=O)c1cccc(C)c1	78
60	CCOc1ccccc1-c1noc(C2CCN(S(=O)(=O)c3cccs3)CC2)n1	77
61	C=CCn1c(=NC(=O)CCOc2ccccc2)sc2cc(NC(C)=O)ccc21	125
62	Cc1ccc(-c2cc(=O)n(CC(=O)Nc3cccnc3)cn2)cc1	67
63	Nc1nc(SCC(=O)Nc2ccc(F)cc2F)ncc1S(=O)(=O)c1cccs1	69
64	CCOc1ccc(Nc2nn3c(=O)c4ccc(Cl)cc4nc3s2)cc1	73
65	C=CCn1c(SCC(=O)NCc2ccco2)nc2scc(-c3ccc(Cl)cc3)c2c1=O	82
66	O=C1CC(N2CCN(c3ccccc3)CC2)C=C1Nc1ccc(Cl)cc1 (stereo not drawn)	48
67	CN1C/C(=C\c2ccco2)C(=O)/C(=C/c2ccco2)C1	64
68	COc1ccc(S(=O)(=O)CCCC(=O)Nc2cc(C)no2)cc1	67
69	CC1CN(C(=O)c2cnn(C)c2[N+](=O)[O-])CC(C)O1 (stereo not drawn)	55
70	CCOc1cccc2sc(NC(=O)c3cccc(Cl)c3)nc12	77
71	CCOc1cc(-c2nnc(NC(=O)c3ccnn3C)o2)cc(OCC)c1OCC	66
72	COc1cccc(CSc2nc(C)c(CC(=O)N3CCCc4ccccc43)c(=O)[nH]2)c1	60
73	CCOc1ccc(NC(=O)CCn2cnc3c(cnn3C(C)(C)C)c2=O)cc1	74
74	Cc1ccccc1-c1noc(-c2nnn(-c3ccc(Cl)cc3)c2C)n1	61
75	CCN(CC)c1ccc(NC(=O)Nc2ccccc2)cc1	60

New compounds follow
item	Structure	RMI FANCM FP
76	COc1ccccc1Nc1nc2ccccc2[nH]1	60
77	COC(OC)c1ccc(C#N)c(SCc2ccc(C)cc2)n1	61&53
78	O=c1n(Cc2ccccc2)nc2n1-c1ccccc1SC2	57
79	Cc1c(-c2ccccc2)oc2c(C(=O)OCCN3CCCCC3)cccc2c1=O	53
80	O=c1cc(-c2ccccc2)n2c(SCc3ccc([N+](=O)[O-])cc3)nnc2[nH]1	52
81	COc1cc2[nH]c(=O)n(Cc3ccc(C(=O)N4CCCCC4)cc3)c(=O)c2cc1OC	64
82	Cc1cc(C(=O)NNS(=O)(=O)c2ccc(C(C)(C)C)cc2)nn1C(C)(C)C	60
83	COc1ccccc1N1CCN(C(=O)c2ccc(=O)n(C)n2)CC1	60
84	CC1(NCC(O)COc2cccc3[nH]ccc23)CCC(C(C)(C)NC(=O)CBr)CC1 (stereo not drawn)	49
85	CC(C)(C)n1ncc2c(=O)n(CCC(=O)NC(c3ccccc3)c3ccccc3)cnc21	77
86	Cc1ccc(S(=O)(=O)NC(=O)Nc2cc(C(C)(C)C)on2)cc1	54
87	Cc1ccc(N=Cc2ccccc2O)cc1	58
88	CC(C)c1ccc(Cc2nnc(NCc3ccc4c(c3)OCO4)[nH]c2=O)cc1	53
89	CCOc1ccc(-n2c(=O)[nH]c3c(C(N)=O)nc(-c4cc(Br)ccc4OC)nc32)cc1	79
90	O=C(Cc1cc(-c2ccc(Cl)cc2)on1)NCCC1=CCCCC1	77
91	O=C(C1CCCCN1S(=O)(=O)c1ccc(Cl)s1)N(Cc1ccco1)c1nc2c(F)cccc2s1 (stereo not drawn)	104
92	N#Cc1nc(-c2ccco2)oc1N1CCN(C(=O)c2ccco2)CC1	62
93	O=C(NCC1CCN(Cc2ccco2)CC1)c1ccccc1Cl	71
94	CC(C)N1CCC(CNS(=O)(=O)c2ccc(F)cc2)CC1	69
95	O=C(Cn1cnc(-c2ccc(F)cc2)cc1=O)N1CCN(c2ccc(F)cc2)CC1	64
96	COc1ccc(Cc2nnc(NC(=O)C3CC(=O)N(c4ccccc4)C3)o2)cc1 (stereo not drawn)	65
97	CN1CCN(C(CNC(=O)NC2CCCCC2)c2ccsc2)CC1 (stereo not drawn)	70
98	CCOC(=O)c1ccc(NC(=O)CC2S\C(=N/N=C\C=C\c3ccccc3)NC2=O)cc1 (stereo not drawn)	56
99	S=c1[nH]cc(-c2ccccc2)n1-c1cccc(Cl)c1	64
100	O=C(c1cccs1)N1CCc2cc(S(=O)(=O)NC3CCCC3)ccc21	77
101	COC(=O)c1ccc(NC(=O)Cn2c3c(c(=O)n(C4CCCCC4)c2=O)CCC3)cc1	63
102	CS(=O)(=O)c1ccc(C(=O)O)s1	62
103	COc1cccc(Cn2nc(C3CCN(S(C)(=O)=O)CC3)n(C)c2=O)c1	62
104	COc1cc(=O)n(-c2ccc(C)cc2)nc1C(=O)NCc1ccccc1Cl	59
105	O=c1ccc(-c2ccco2)nn1CCCNS(=O)(=O)c1cccs1	69
106	COc1ccc(/C=C/C(=O)N2CCCCC2)cc1	50
107	Cc1cccc2nc(Cn3c(=O)n(CCC(=O)NCc4ccco4)c(=O)c4ccccc43)cc(=O)n12	57
108	NC1=NC(=O)C(CC(=O)NC2CCCCC2)S1 (stereo not drawn)	59
109	COc1ccc(-c2noc(CS(=O)(=O)c3ccc(Br)cc3)n2)cc1OC	72
110	O=C(O)c1[nH]c(=O)[nH]c(=O)c1[N+](=O)[O-]	53
111	COc1ccc(NC(=O)CSc2nc3c(-c4ccccc4)c[nH]c3c(=O)n2C(C)C)c(OC)c1	68
112	N#Cc1c(NC(=O)CN2CCOCC2)sc2c1CCCC2	57
113	CCOC(=O)c1c(NC(=O)CCS(=O)(=O)c2ccccc2)sc2c1CC(C)(C)NC2(C)C	79
114	O=C(CSc1nc(-c2ccccc2)c2ccccc2n1)NCC1CCCO1 (stereo not drawn)	67
115	N/C(=N/OC(=O)/C=C/c1csc([N+](=O)[O-])c1)c1c(F)cccc1F	72
116	O=C(OCc1cc(-c2cccs2)on1)c1cccc(F)c1	51
117	O=S(=O)(Cc1ccc(Cl)cc1)CC(O)COc1ccc(F)cc1 (stereo not drawn)	49
118	Cc1cc(NC(=O)Nc2ccc(Oc3ncnc4cc(Cl)ccc34)nc2)c(C(F)(F)F)o1	69
119	O=C(CSc1nccn(-c2ccc(F)c(F)c2)c1=O)Nc1ccccc1Cl	55
120	COc1ccc2c(c1)O/C(=C\c1cccc(OC(=O)N3CCOCC3)c1)C2=O	72
121	CC(=O)c1ccc(NC(=O)C2CCN(c3ccc(-c4ccccc4)nn3)CC2)cc1	65
122	CC(C)(C)OC(=O)NC1(C(=O)O)CC1	57
123	COC(=O)[C@@H]1OC(=O)C2OC23[C@@]1(C)CCC1[C@]2(C)C(C[C@H](O)[C@]13C)C(C)(C)[C@H](OC(C)=O)C[C@@H]2OC(C)=O (stereo partly drawn)	57
124	O=C(Cn1cnc2c(cnn2-c2ccc(F)cc2)c1=O)Nc1ccccc1C(F)(F)F	71
125	CSc1ccccc1NC(=O)C(=O)NCC1CCN(Cc2ccccc2)CC1	74
126	COc1cc(-c2n[nH]c(=S)n2Cc2ccccc2)cc(OC)c1OC	58
127	Cc1ccc(OCC(=O)Nc2ccc3c(c2)NC(=O)C(C)(C)CO3)cc1	64
128	C=C(C)CC1C(=O)N(C(=O)c2c(Cl)cccc2Cl)N=C1C (stereo not drawn)	53
129	CC1CCc2c(sc(NC(=O)c3ccn(C)n3)c2-c2nc3ccccc3s2)C1 (stereo not drawn)	71
130	Cn1c(=O)c([N+](=O)[O-])c(NCc2ccc3c(c2)OCO3)c2ccccc21	59

Some of the entries so far, field by field.
113) CCOC(=O)c1c(NC(=O)CCS(=O)(=O)c2ccccc2)sc2c1CC(C)(C)NC2(C)C
  RMI FANCM FP: 79
114) O=C(CSc1nc(-c2ccccc2)c2ccccc2n1)NCC1CCCO1 (stereo not drawn)
  RMI FANCM FP: 67
115) N/C(=N/OC(=O)/C=C/c1csc([N+](=O)[O-])c1)c1c(F)cccc1F
  RMI FANCM FP: 72
116) O=C(OCc1cc(-c2cccs2)on1)c1cccc(F)c1
  RMI FANCM FP: 51

From PubChem
